From PubChem BioAssay
USP2a inh = blocks human ubiquitin-specific protease USP2a | USP2a enzymatic assay, qHTS inhibition | 0.1% of 60,000 active | O75604 | AID 927 | Potency, µM (top dose mostly 38.3 µM), for inactives: at the highest dose activity change, negative = inhibition, usual class: inhibitors;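 further: potency means the concentration at half of the fitted maximal effect; nearly all actives have a fitted effect of over 60% in size; plate controls were DMSO for no effect and NEM full inhibition control for full effect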
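20 nM USP2 core + cpd, 30 min RT; add 20 nM Ub-PLA2/20 uM NBD C6-HPC; read Ex460/Em535 at 0 h and 2.5 h. Normalized to NEM; qHTS curve fit/classification.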
CRE-bla Fsk = modulators of forskolin-stimulated CRE signaling in CHO cells; CHO CRE-bla reporter (cAMP response element driving beta-lactamase), forskolin EC10, beta-lactamase ratio; Potency, µM (series often up to 38.2 µM), inactives show at the highest dose activity change, negative = inhibition, most hits filed as activators; 2.5% of 71,000 active; AID 662; active means well fitted activation curve with a large enough effect in the signal ratio, with a control signal flat, not every such curve was filed as active; inconclusive means small, poorly fitted or top-dose-only effect, or effect the other way, or a change in a side signal; the % refers to the signal ratio; further: potency means the concentration at half of the fitted maximal effect; % of control where 0% means no effect
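CRE-bla CHO reporter cells treated with compound titration plus EC10 NKH 477 (water-soluble forskolin), incubated 3 h at 37 °C; CCF4 loading 2 h at room temperature, 460/530 nm emission ratio read, AC50 values derived for positive or negative modulators.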
Ub-GFP proteasome = proteasome inhibitors stabilizing ubiquitin-GFP reporter. Potency, µM (top dose mostly 45.9 µM), for the others: top-dose activation (GFP accumulation), actives largely listed as activators. 67,000 tested, under 10 active. Ubiquitin-GFP reporter cells, proteasome inhibition, GFP fluorescence; response scale: untreated = 0%, 10 µM MG-132 = 100%; active means well fitted activation curve with a large enough effect, not every such curve was filed as active; inconclusive means small, poorly fitted or top-dose-only effect, or another doubt; inactive means no such curve, though single readings can be large or run the other way; further: potency means the concentration at half of the fitted maximal effect
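Proteasome block read as GFP accumulation: ubiquitin(G76V)-GFP U2OS cells exposed to compound (2.9 nM–46 uM) for 4 hr at 37 C. Normalization used untreated cells as 0% and 10 uM MG-132 as 100%; concentration-response curves fitted.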
Hsp90 Hop PPI = changes Hsp90-Hop TPR2A binding signal, up or down; AlphaScreen TPR2A-His6 binding biotin-Hsp90 C-terminal peptide; Potency, µM (highest dose often 57 µM), for inactives: top-dose activity change, negative = inhibition; 0.44% of 71,000 active; AID 595; active means well fitted curve in either direction with a large enough effect; inconclusive means small, poorly fitted or top-dose-only effect, or another doubt; further: potency means the concentration at half of the fitted maximal effect; on the % scale 0 is the no-effect control and ±100 the full control effect; many of its hits are not listed in these tables
BRCT inh green = inhibitors of human BRCA1 BRCT-phosphoprotein interaction (green fluorophore); Potency, µM (doses to about 76.9 µM), inactives show top-dose activity change, negative = inhibition, hits mostly inhibitors; AID 875; P38398; BRCA1 BRCT-phosphopeptide binding, green fluorescence polarization; 0.05% of 75,000 active;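 further: potency means the concentration at half of the fitted maximal effect; plate controls were peptide without protein for full effect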
Target sequence (P38398 whole entry, looked up): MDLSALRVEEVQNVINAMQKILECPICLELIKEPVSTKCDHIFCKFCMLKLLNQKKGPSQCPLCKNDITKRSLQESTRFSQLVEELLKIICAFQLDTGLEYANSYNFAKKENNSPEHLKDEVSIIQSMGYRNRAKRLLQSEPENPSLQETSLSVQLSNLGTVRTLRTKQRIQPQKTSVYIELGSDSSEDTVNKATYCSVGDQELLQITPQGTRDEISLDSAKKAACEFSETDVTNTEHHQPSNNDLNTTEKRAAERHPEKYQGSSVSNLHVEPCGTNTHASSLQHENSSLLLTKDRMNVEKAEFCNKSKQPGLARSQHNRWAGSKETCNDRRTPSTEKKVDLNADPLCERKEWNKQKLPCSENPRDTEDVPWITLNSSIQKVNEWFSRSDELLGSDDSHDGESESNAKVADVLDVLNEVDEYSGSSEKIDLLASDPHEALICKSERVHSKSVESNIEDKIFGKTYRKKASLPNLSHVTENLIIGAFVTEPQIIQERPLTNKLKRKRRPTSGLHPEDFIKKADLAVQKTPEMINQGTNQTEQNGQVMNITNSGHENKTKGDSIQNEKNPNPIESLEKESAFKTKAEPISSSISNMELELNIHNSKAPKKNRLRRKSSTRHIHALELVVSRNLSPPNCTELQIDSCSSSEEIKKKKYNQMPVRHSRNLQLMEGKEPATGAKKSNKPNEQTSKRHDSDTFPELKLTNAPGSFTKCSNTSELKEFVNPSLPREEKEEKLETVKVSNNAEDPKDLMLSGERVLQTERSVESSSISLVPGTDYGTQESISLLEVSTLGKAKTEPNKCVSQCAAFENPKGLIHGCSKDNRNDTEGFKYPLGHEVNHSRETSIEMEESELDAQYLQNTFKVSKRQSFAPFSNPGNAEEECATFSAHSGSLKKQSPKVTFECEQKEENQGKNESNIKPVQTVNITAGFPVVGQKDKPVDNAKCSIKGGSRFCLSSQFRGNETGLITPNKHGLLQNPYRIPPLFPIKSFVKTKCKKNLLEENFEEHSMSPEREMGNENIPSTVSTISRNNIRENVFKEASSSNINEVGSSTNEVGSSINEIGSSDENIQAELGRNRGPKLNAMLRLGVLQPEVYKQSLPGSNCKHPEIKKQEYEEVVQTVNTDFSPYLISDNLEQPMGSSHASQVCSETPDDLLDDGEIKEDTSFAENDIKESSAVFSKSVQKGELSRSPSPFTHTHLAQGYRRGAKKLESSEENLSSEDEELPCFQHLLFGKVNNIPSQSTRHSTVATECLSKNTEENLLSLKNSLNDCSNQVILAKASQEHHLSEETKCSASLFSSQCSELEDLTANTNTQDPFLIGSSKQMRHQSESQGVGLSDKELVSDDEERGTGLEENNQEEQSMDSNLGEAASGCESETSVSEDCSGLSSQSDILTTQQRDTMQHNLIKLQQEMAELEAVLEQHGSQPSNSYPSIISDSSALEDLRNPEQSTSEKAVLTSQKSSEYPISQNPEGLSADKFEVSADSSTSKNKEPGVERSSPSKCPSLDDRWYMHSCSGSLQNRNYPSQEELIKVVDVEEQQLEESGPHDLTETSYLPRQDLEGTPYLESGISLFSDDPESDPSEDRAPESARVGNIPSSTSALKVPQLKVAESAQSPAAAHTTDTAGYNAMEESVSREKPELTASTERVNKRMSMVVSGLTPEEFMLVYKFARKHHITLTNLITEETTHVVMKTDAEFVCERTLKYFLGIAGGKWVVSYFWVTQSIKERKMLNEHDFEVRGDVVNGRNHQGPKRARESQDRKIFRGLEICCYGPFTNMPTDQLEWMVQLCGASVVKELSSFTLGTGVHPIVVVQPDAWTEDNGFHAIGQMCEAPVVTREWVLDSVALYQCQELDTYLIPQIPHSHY
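Compounds were incubated for 12 min at room temperature with a complex of 100 nM fluorescein-tagged pBACH1 decapeptide and 250 nM His-tagged BRCT protein. Buffer was phosphate pH 7.3 with EDTA, DTT and Tween 20. Disruption of binding lowers the polarization signal.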
HADH2 inhib = inhibitors of human HADH2 dehydrogenase | Q99714 | recombinant HADH2, NADH fluorescence, beta-hydroxybutyryl-CoA | Potency, µM (titrated, usually from 57.1 µM), for inactives: at the top dose activity change, negative = inhibition, usual class: inhibitors | 3.4% of 73,000 active; further: potency means the concentration at half of the fitted maximal effect; on the % scale 0 is the no-effect control and ±100 the full control effect; nearly all actives have a fitted effect of over 60% in size; many of its hits are not listed in these tables
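20 nM HADH2 + cpd, 15 min RT; add 1 mM NAD+/90 uM beta-hydroxybutyryl-CoA; kinetic fluorescence 360/450 nm, 4 min. Tris-HCl pH 9.0, 0.01% Tween-20.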
BRCT inh red = disrupts BRCA1 BRCT binding to phosphoprotein, red fluorophore readout; P38398; BRCT-phosphopeptide binding, red fluorescence polarization; Potency, µM (series often up to 76.9 µM), for the others: top-dose activity change, negative = inhibition, usual class: inhibitors; 0.03% of 75,000 active; further: on the % scale 0 is the no-effect control and ±100 the full control effect
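Rhodamine-labelled pBACH1 10-mer (100 nM) bound to BRCT domain (100 nM) at pH 7.3; compounds incubated 12 min room temperature, polarization read. Free peptide defines full inhibition; unlabelled decapeptide titrated as control.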
15-hLO inh = blocks human 15-lipoxygenase activity | purified 15hLO-1, xylenol orange hydroperoxide absorbance | Potency, µM (titrated, usually from 57.1 µM), for the others: at the top dose activity change, negative = inhibition, actives largely listed as inhibitors | 1.4% of 74,000 active | AID 887; further: potency means the concentration at half of the fitted maximal effect; on the % scale 0 is the no-effect control and ±100 the full control effect; nearly all actives have a fitted effect of over 55% in size
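Hydroperoxide formed from arachidonic acid (50 uM) by purified human 15hLO-1 (40 nM) oxidizes ferrous iron, and the ferric-xylenol orange complex is read at 573 versus 405 nm. Compounds were preincubated 15 min; reaction ran 6 min at room temperature.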
Pol III holo inh = blocks replication by bacterial DNA polymerase III holoenzyme | reconstituted DNA polymerase III holoenzyme replication, biochemical | Potency, µM (top dose mostly 57.1 µM), without a hit: top-dose activity change, negative = inhibition | 0.25% of 71,000 active; further: potency means the concentration at half of the fitted maximal effect; on the % scale 0 is the no-effect control and ±100 the full control effect
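Reconstituted *E. coli* holoenzyme (0.35 nM Pol III, 1 nM beta, 154 nM SSB, 2 nM primase) was preincubated with compound for 15 min at RT. Synthesis on 1.4 nM ssM13Gori ran 35 min, then was stopped with PicoGreen/EDTA and read as dsDNA fluorescence.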
GFP derepression = epigenetic GFP locus derepression in mouse cells | mouse C127i GFP locus derepression, cytometry, 30 h | Potency, µM (doses to about 46.1 µM), for the others: at the highest dose GFP derepression (activation) | 0.09% of 68,000 active; further: % of control where 0% means no effect
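Derepression screen: silenced CMV-GFP reporter in murine C127i cells, 30 h compound incubation at 37 C, washed cells imaged by laser-scanning cytometer to enumerate GFP-expressing objects of 20 to 120 um.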
HBB splicing = alters splicing of the hemoglobin beta chain; HBB splicing reporter cell assay, activation; EGFP reporter with mutant IVS2-654 intron; response scale: normalised to 500 nM splice-correcting PNA; AID 925; Potency, µM (highest dose often 46.1 µM), without a hit: at the highest dose activation, most hits filed as activators; 0.06% of 65,000 active; further: potency means the concentration at half of the fitted maximal effect; 0% is about no effect
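Compounds were applied for 2 days to HeLa EGFP-654 cells, 500/well in Optimem with 2% FCS. The reporter's EGFP is disrupted by mis-splicing of beta-globin intron IVS2-654. Readout: summed well GFP fluorescence from 488 nm laser scanning; reference was 500 nM antisense […] 654 PNA.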
* = called active by the depositor; ? = inconclusive; · = not tested or not shown; & = joins results of further samples; [ ] = another dose, or the depositor's remark. Unless noted, the call rests on the fitted dose curve; in most records, active means well fitted curve in the direction sought with a large enough effect; inconclusive means small, poorly fitted or top-dose-only effect, or another doubt; inactive means no such curve, though single readings can be large; an effect the other way counts as inactive or inconclusive. An excerpt. The share of hits here may be higher or lower than overall.

The line under a structure holds: 15-hLO inh | Hsp90 Hop PPI | HADH2 inhib | BRCT inh green | CRE-bla Fsk | HBB splicing | GFP derepression | BRCT inh red | USP2a inh | Pol III holo inh | Ub-GFP proteasome
- O=C(O)Cn1c(SC2CCCCC2)nc2ccccc21
 : 8% | -8% | 9% | -2.3% | -8% | -1.7% | 6% | -0.1% | -2% | -3% | 6%
- Cn1c(SCC(=O)NCc2ccc3c(c2)OCO3)nnc1C1COc2ccccc2O1 (configuration not stated)
 : 15% | 0% | 2% | 0.8% | -11% | -0.4%[57.5 µM] | 3% | -0.1% | 22% | -1% | 5%
- CCCCn1nnnc1NCc1cccc(OC)c1OC
 : 10% | 0% | -10% | 0.8% | 0% | 0.5%[57.5 µM] | -2% | -2.3% | 6% | -5% | 3%
- CC1Cc2ccccc2N1Cc1cc(=O)n2ccsc2n1 (configuration not stated)
 : ? | -12% | -4% | -1.7% | -10% | 0.0%[57.5 µM] | 2% | -0.5% | 9% | -4% | -1%
- CN(C)S(=O)(=O)c1ccc(/C(O)=C2/C(=O)C(=O)N(Cc3cccnc3)C2c2ccco2)cc1 (configuration not stated)
 : 0% | -2% | -19% | 0.1% | 0% | 0.2%[57.5 µM] | -1% | -1.3% | · | 0% | -1%
- COc1ccc(-n2c(=O)c(-c3ccc(F)cc3)nc3cnc(N4CCNCC4)nc32)cc1
 : -19% | 3% | 14% | 3.4% | ? | -1.6% | -4%[9.22 µM] | -0.4% | 23% | -2% | 1%
- COc1ccc(CNc2ncncc2-c2cccc(C#N)c2)c(OC)c1
 : 6% | -2% | -1% | -2.0% | ? | 1.1% | 2%[9.22 µM] | -0.6% | 11% | -5% | -5%
- O=C(CCCn1c(=O)[nH]c2ccsc2c1=O)N1CCCCC1
 : -2% | -1% | -1% | -2.9% | 3% | 0.2% | 2% | 0.1% | 0% | 0% | 6%
- COc1cccc(C(=O)NCCN2CCN(c3ccc(Cl)cc3)CC2)c1
 : 6% | -7% | 12% | -2.5% | -6% | 0.0% | -2% | 1.6% | -3% | -9% | -1%
- CCCCCCCCCCC/C=C\C(C)(C)/C=C\CCCC(=O)O
 : 3% | -5% | ? | -3.4% | 1% | -0.3% | -1% | 0.6% | -17% | 1% | -3%
- CCOC(=O)C1(C)NC(c2ccc(N(C)C)cc2)C2C(=O)N(CC)C(=O)C21 (configuration not stated)
 : -12% | -5% | 2% | -2.1% | ? | -0.4% | 0% | -1.3% | 6% | -4% | 4%
- Cc1csc(SCCn2c(N3CCN(c4ccccc4)CC3)nc3c2c(=O)[nH]c(=O)n3C)n1
 : 4% | -3% | 3% | -1.0% | 10% | 0.0%[57.5 µM] | 2% | 1.4% | 21% | -8% | -1%
- CS(=O)(=O)N(CC(=O)NC1CC2CCC1C2)c1cccc(C(F)(F)F)c1 (configuration not stated)
 : 7% | -2% | 12% | -0.5% | 3% | -0.1% | -4% | 0.5% | 5% | -13% | -1%
- Cc1nc2cnc(N3CCNCC3)nc2n(CCC#N)c1=O
 : 8% | 0% | ? | 1.8% | -3% | 0.5% | 0%[9.22 µM] | -0.6% | 7% | -16% | 1%
- O=C(C1CCC(Cn2c(=S)[nH]c3ccccc3c2=O)CC1)N1CCN(c2ccccc2)CC1 (configuration not stated)
 : 4% | -4% | 0% | 0.2% | -3% | -0.8% | 1% | -1.7% | 14% | 0% | 2%
- NCCCCCc1nnc(SCc2ccccc2Cl)o1
 : 6% | -6% | 12% | -1.3% | 7% | 0.3%[1.84 µM] | 2% | 0.9% | -4% | -4% | 23%
- COc1ccc(Oc2ncc3ncc(=O)n(C[C@H]4CCCO4)c3n2)cc1
 : -3% | -6% | -5% | -1.0% | -26% | 0.8% | 0%[9.22 µM] | -1.0% | 7% | -5% | 0%
- COC(=O)[C@@H](NC(=O)NC1CCCc2ccccc21)C(C)C (some centres not stated)
 : 1% | -2% | 4% | 1.7% | -15% | 6.0%[0.369 µM] | 0% | 0.3% | 6% | -3% | -6%
- N#Cc1cccc(-c2nnc(SCc3ccccc3C#N)o2)c1
 : -3% | 7% | 9% | 0.6% | ? | -0.2%[57.5 µM] | 0% | -0.6% | 0% | -2% | 1%
- CC1CCCCC1NC(=O)Cn1nnc(-c2ccc(Cl)cc2)n1 (configuration not stated)
 : -1% | 0% | 23% | -0.3% | -12% | -0.2%[57.5 µM] | 8% | -1.7% | 1% | -7% | -4%
- CC(OC(=O)c1cccs1)C(=O)NCc1ccco1 (configuration not stated)
 : 9% | 0% | -1% | -0.6% | -4% | 3.3%[57.5 µM] | -3% | 1.0% | · | -3% | 1%
- CCOC(=O)c1nn(-c2ccc3c(c2)CCN3C(C)=O)cc1O
 : 0% | -1% | 198%[activator] | -2.5% | ? | 0.0%[57.5 µM] | 4% | 0.3% | -6% | -4% | -1%
- Cc1[nH]c(=O)c(C#N)cc1-c1ccncc1
 : -12%&3%[25.6 µM] | 1% | -8% | -3.3% | 23% | -0.9%[20.6 µM] | -1% | -2.4% | 2% | -4% | -2%
- O=C(NC12CC3CC(CC(C3)C1)C2)c1cncc(O)c1
 : -5% | -2% | 5% | -0.8% | 1% | -0.2%[57.5 µM] | -2% | -2.1% | -4% | -6% | -4%
- COCc1c(C(=O)OCC(=O)N2c3ccccc3CC2C)oc2ccccc12 (configuration not stated)
 : 4% | 14% | -4% | 0.1% | ? | -3.6% | 4% | 0.0% | -9% | 0% | -1%
- C=CCNc1sc(C(=O)c2cccs2)c(N)c1C#N
 : -9% | -5% | -11% | 0.6% | ? | · | 0% | -0.3% | 0% | -1% | -3%
- COc1ccc(N2CCC(CNC(=O)Nc3ccc(C)c(C)c3)C2)cc1 (configuration not stated)
 : ? | -26% | 6% | -0.1% | 5% | -0.6% | -2% | -1.0% | · | -5% | 5%
- Clc1ccccc1C(Nc1cnccn1)Nc1cnccn1
 : -5%[11.4 µM] | -1%[11 µM] | -28%[11.4 µM] | 0.1%[15.4 µM] | 1%[7.6 µM] | 0.9%[9.22 µM] | -1%[9.22 µM] | -0.8%[15.4 µM] | · | -7%[11.4 µM] | -9%[9.17 µM]
- Cc1ccc(S(=O)(=O)N2CCN(C(=O)N3CCOCC3)C2c2ccc(N(C)C)cc2)cc1 (configuration not stated)
 : -1% | -9% | 3% | -1.8% | -18% | -0.4% | 4% | 0.5% | 9% | -4% | -10%
- O=C(NCC1COc2ccccc2O1)C1C2C=CC3(CN(Cc4ccccc4Cl)C(=O)C13)O2 (configuration not stated)
 : 7% | -1% | 5% | -0.4% | -14% | -1.0% | 4% | 0.5% | 33%[activator] | 6% | 2%
- CCOC(=O)C(NC(=O)c1ccc(F)cc1)(Nc1nnc(C)s1)C(F)(F)F (configuration not stated)
 : -13% | -2% | 11% | -0.6% | -1% | 0.1% | 4% | -2.9% | 5% | -5% | 12%
- Cc1ccc(S(=O)(=O)NCc2ccco2)cc1C
 : 1% | -1% | -3% | -1.3% | -2% | -0.5%[9.22 µM] | 0% | 0.7% | 2% | 4% | 10%
- c1cncc(CNc2ncncc2-c2cccnc2)c1
 : -6% | -3% | 4% | -1.2% | 3% | 0.6% | 0%[9.22 µM] | -0.7% | -10% | -4% | -4%
- O=S(=O)(c1ccc(Cl)c(Cl)c1)N1CCc2nc3ccccc3n2CC1
 : 10%[11.4 µM] | -8%[11 µM] | 22%[11.4 µM] | -1.3% | ? | -3.4%[0.0738 µM] | 3% | 0.3% | 12%[7.66 µM] | -6%[11.4 µM] | 1%[9.17 µM]
- Cn1c(=O)c2c(nc(NCCNC(=O)c3ccco3)n2Cc2ccc(Cl)cc2Cl)n(C)c1=O
 : -5% | -4% | 5% | 0.9% | 8% | -0.9%[0.369 µM] | -5% | -0.4% | 25% | -2% | ·
- CCCCn1c(CCNC(=O)CC)nc2ccccc21
 : 0% | 0% | 9% | -1.7% | 5% | 0.1% | · | 1.0% | · | -7% | 11%
